SIRT5 block: SIRT5 desuccinylase inhibitors, primary screen, biochemical, fluorescence imaging, single point, set 5; NAD-dependent protein deacylase sirtuin-5, mitochondrial (Homo sapiens), Q9NXA8; Purified SirT5, succinyl-peptide AMC, trypsin-coupled fluorescence; inhibition, % at 15 µM; 330,000 tested, 1.1% active; AID 652115, 2013; in the data active = inhibition above about 15%; inconclusive = no clear call, values can overlap the other calls
Target sequence (Q9NXA8 whole entry, looked up): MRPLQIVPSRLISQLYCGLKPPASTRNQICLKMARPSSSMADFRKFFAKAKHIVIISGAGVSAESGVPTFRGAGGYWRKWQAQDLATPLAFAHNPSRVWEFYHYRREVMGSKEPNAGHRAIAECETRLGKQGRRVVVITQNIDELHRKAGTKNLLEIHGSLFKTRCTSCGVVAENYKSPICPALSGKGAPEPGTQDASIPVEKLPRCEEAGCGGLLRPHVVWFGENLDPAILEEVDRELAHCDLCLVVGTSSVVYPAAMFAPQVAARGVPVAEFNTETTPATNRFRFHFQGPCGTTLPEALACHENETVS
Casp6 inh: human caspase-6 inhibitors, primary screen, biochemical, VEID-R110 fluorescence, single point, set 2. inhibition, % at 12.5 µM. purified caspase-6, Z-VEID-R110 cleavage fluorescence. P55212. 350,000 tested, 0.53% active;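 active = mean inhibition across replicates at least about 35%, with every replicate also reaching that limit, limit read from the data; inconclusive = only one of the two criteria met; inactive = neither criterion met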;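 note: 0% = median of neutral control wells and 100% = no fluorescence left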
Target sequence (P55212 24-179 limits assumed): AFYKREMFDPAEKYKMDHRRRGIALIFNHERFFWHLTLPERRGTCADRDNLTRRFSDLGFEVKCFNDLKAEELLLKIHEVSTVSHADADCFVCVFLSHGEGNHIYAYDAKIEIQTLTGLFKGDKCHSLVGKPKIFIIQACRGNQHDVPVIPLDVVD
Target sequence (P55212 194-293 limits assumed): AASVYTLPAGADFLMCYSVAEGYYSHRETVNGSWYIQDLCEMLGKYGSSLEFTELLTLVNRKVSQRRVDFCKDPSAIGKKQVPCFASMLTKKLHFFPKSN
LGR2 inh: inhibitors of bursicon-induced LGR2 CRE-luciferase signal, primary screen, cell-based, HEK293, CRE-luciferase reporter, bursicon stimulation | 380,000 tested, 0.35% active | bursicon-stimulated, 4 h | inhibition, % at 9.99 µM;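 active = drop in luminescence signal, shown as inhibition above about 50% in the replicate tests, limit read from the data, passing the limit was not always enough; inconclusive = probably only some replicates passing the limit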;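 note: agonist challenge used bursicon conditioned medium at about half maximal strength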
S100A4 inh HTS: inhibitors of S100A4-myosin IIA peptide binding, primary screen, biochemical, fluorescence polarization, TAMRA-MyoIIA peptide; 360,000 tested, 0.14% active; Protein S100-A4 (Homo sapiens), P26447; AID 652163, 2013; inhibition, % at 10.7 µM;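 active = mean inhibition of at least 70% across replicates, with every replicate also reaching that level; inconclusive = mean inhibition reaches 70% but some replicates fall short; inactive = mean inhibition below 70%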
Target sequence (P26447 whole entry, looked up): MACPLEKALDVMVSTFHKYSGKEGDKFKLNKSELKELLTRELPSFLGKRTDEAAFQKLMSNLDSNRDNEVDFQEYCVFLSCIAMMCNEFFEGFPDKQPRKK
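Material: human S100A4 monomer with TAMRA-labelled myosin IIA peptide; buffer or medium: HEPES pH 7.2 with CaCl2, KCl, NaCl, DTT, Triton; compound dosing: one concentration per compound; schedule: 5 min incubation before reading; benchmarks: neutral control DMSO, positive control TFP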
C2C12 statin: suppressors of statin myotoxicity in C2C12 myotubes, primary screen, cell-based, single point, plate reader; C2C12 myotubes + simvastatin, ATP luminescence, 48 h; scaled: DMSO 0, geranylgeraniol control 100; rescue of ATP level, % at 7.49 µM; 330,000 tested, 0.78% active; AID 602340, 2012;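 active = mean ATP rescue above about 67%, or every replicate alone reaching that limit, limit read from the data, passing the limit was not always enough; inconclusive = no clear call, values can overlap the other calls; inactive = mean under the limit and some replicate under it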;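 note: myotubes were challenged with 10 µM simvastatin during compound exposure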
esBAF inh: Bmi1 luciferase reporter increase in mESCs, primary screen, esBAF inhibitor project, mouse ES cells, Bmi1 luciferase knock-in, single point; 24 h; 100% = twice the neutral-well signal; reporter increase, % at 12.5 µM; 350,000 tested, 2% active; in the data active = activation above about 40%; inconclusive = no clear call, values can overlap the other calls;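 note: 0% = median of the plate's neutral control wells and 100% = double that signal; a rise in the Bmi1 reporter signal indicates esBAF inhibition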
FN deposit inh: inhibitors of fibronectin matrix deposition, primary screen, AH1F cells, Alexa488-fibronectin fluorescence, plate reader. AH1F fibroblasts, overnight. AID 743247, 2014. 350,000 tested, 0.086% active. inhibition, % at 12.6 µM;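 active = mean inhibition across replicates of 30% or more, regardless of how many single replicates reach that level; inconclusive = mean under 30% yet at least half of replicates reach 30%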;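 note: positive control wells lacked labelled fibronectin entirely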
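Material: AH1F fibroblast monolayer depositing Alexa488-labelled fibronectin into matrix | Input: 10000 AH1F cells/well | Medium: DMEM plus 2% serum, read in PBS | Reagent: Alexa488-fibronectin, 24 nM final in well | Compound dosing: One dose per compound, pinned | Schedule: 1 h adhesion, overnight exposure | Measured by: Fluorescence at 485 nm excitation, 525 nm emission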
Starred values were filed as active, the others as inactive; ? = inconclusive; / = not tested or not shown. An excerpt. The share of hits here may be higher or lower than overall.

No. | molecule | SIRT5 block | Casp6 inh | LGR2 inh | S100A4 inh HTS | C2C12 statin | esBAF inh | FN deposit inh
1 | CC(=Nc1ccc(Cl)cc1N)c1c(O)cc(C)oc1=O | -2 | 6 | 4 | -1 | / | / | -6
2 | Cc1onc(-c2c(Cl)cccc2Cl)c1C(=O)N1CCN(Cc2ccccc2)CC1 | 2 | -1 | 2 | 3 | -38 | 1 | 6
3 | COc1ccc(NC(=O)N2CCCCN3[C@H](CO)[C@H](c4ccc(-c5ccccc5F)cc4)[C@@H]3C2)cc1 | 4 | 4 | 11 | -31 | 6 | -4 | 9
4 | COc1ccc(CN(C)C[C@@H]2OCCCC[C@@H](C)Oc3ccc(NC(=O)CCCN(C)C)cc3C(=O)N([C@@H](C)CO)C[C@H]2C)cc1 | -4 | -2 | 8 | -30 | 14 | 1 | /
5 | Cc1cc(C)cc(Oc2ccccc2/C=C\C(=O)O)c1 | / | / | / | / | 2 | -1 | 8
6 | C[C@@H]1CN([C@H](C)CO)C(=O)c2cc(NS(=O)(=O)c3cn(C)cn3)ccc2O[C@@H](C)CCCCO[C@@H]1CN(C)C(=O)Cc1ccccc1 | -1 | -2 | -3 | 7 | -3 | -1 | /
7 | O=C(Nc1ccc(N2CCN(C(=O)c3ccco3)CC2)cc1)c1cccc(F)c1 | / | / | / | / | 1 | 54* | 3
8 | Cc1ccc(S(=O)(=O)N2CCCCC2)cc1NC(=O)COc1ccccc1F | -3 | -3 | 24 | 2 | 8 | 6 | 0
9 | CCCNc1nc(C)nc2c1cnn2CCc1ccccc1 | -6 | 0 | -54 | 1 | -11 | 19 | /
10 | Cc1cccc(C2c3[nH]c4ccccc4c3CCN2Cc2ccc(C)s2)n1 (stereo not given) | / | -7 | 18 | 3 | / | / | 1
11 | Fc1ccc(NC(=S)NC2CCN(Cc3ccccc3)CC2)cc1 | -1 | -2 | 11 | -2 | / | / | /
12 | CC(=O)Nc1ccc(NC(=O)CN(c2ccc(C(C)C)cc2)S(=O)(=O)c2ccccc2)cc1 | 0 | 0 | -5 | -3 | -5 | 20 | 6

Complete entries as entered above:
COc1ccc(CN(C)C[C@@H]2OCCCC[C@@H](C)Oc3ccc(NC(=O)CCCN(C)C)cc3C(=O)N([C@@H](C)CO)C[C@H]2C)cc1 across the screens: SIRT5 block: -4; Casp6 inh: -2; LGR2 inh: 8; S100A4 inh HTS: -30; C2C12 statin: 14; esBAF inh: 1; FN deposit inh: /
Fc1ccc(NC(=S)NC2CCN(Cc3ccccc3)CC2)cc1 across the screens: SIRT5 block: -1; Casp6 inh: -2; LGR2 inh: 11; S100A4 inh HTS: -2; C2C12 statin: /; esBAF inh: /; FN deposit inh: /

Following part.
No. | molecule | SIRT5 block | Casp6 inh | LGR2 inh | S100A4 inh HTS | C2C12 statin | esBAF inh | FN deposit inh
13 | CCCCOc1ccc(C(=O)N/C(=C/C=C/c2ccccc2)C(=O)O)cc1 | 0 | 6 | -5 | -2 | / | / | 1
14 | O=C(c1ccco1)N1CCN(C(=O)c2cn(-c3ccccc3)nc2-c2ccc(F)cc2)CC1 | 1 | 9 | -6 | -5 | 2 | 23 | 0
15 | CC(C)NC(=O)Nc1cccc2c1O[C@@H](CN(C)C(=O)NC(C)C)[C@@H](C)CN([C@@H](C)CO)C2=O | 2 | 4 | 4 | 6 | -15 | -5 | /
16 | COCCNC(=O)CSc1nc2ccccc2c2nc(C)nn12 | / | / | / | / | 124* | -8 | 5
17 | O=C(Nc1ccccc1F)N[C@@H]1CC[C@H](CCNS(=O)(=O)c2ccc(F)cc2)O[C@@H]1CO | 5 | -1 | -13 | -18 | 3 | 7 | 4
18 | CN1C(=O)c2cc(NS(C)(=O)=O)ccc2OC[C@H]2O[C@@H](CC(=O)NC3CCCCC3)CC[C@@H]21 | -5 | 0 | -5 | 6 | -3 | -2 | -5
19 | Cc1cccc(N(CC(=O)Nc2ccccc2F)S(C)(=O)=O)c1 | / | / | / | / | 1 | -5 | 2
20 | O=C1N[C@@H](Cc2ccccc2)C(=O)N2[C@H]1C[C@]1(Br)c3ccccc3N(S(=O)(=O)c3ccccc3)[C@H]21 | 7 | -4 | 17 | 0 | 14 | 4 | 3
21 | C[C@H]1CN([C@@H](C)CO)C(=O)Cc2cc(NS(=O)(=O)c3ccccc3)ccc2O[C@H]1CN(C)Cc1ccncc1 | -2 | 1 | -43 | -1 | 1 | 3 | -10
22 | COc1ccc(OCc2nc(C#N)c(NCCCn3ccnc3)o2)cc1 | 0 | -1 | 2 | -2 | / | / | -8
23 | O=C(CSc1ccc2nnc(-c3cccnc3)n2n1)N1CCOCC1 | -5 | 0 | 4 | -4 | 5 | -8 | 6
24 | Cc1nc2cc(NC(=O)N3CCN(c4ccccn4)CC3)ccc2o1 | / | / | -2 | / | -18 | -2 | /
25 | Cc1cc2nc(NC(=O)C3(C)CCN(C)C3)[nH]c2cc1C (stereo not given) | 0 | -9 | -13 | -5 | -4 | 6 | -3
26 | O=C(CCC(=O)Nc1nnc(C2CCCCC2)s1)Nc1ccccc1 | -1 | 0 | -4 | -1 | 5 | -7 | 7
27 | COc1ccc(C(=O)N2CCCC(C)(C(=O)NS(=O)(=O)C3CC3)C2)cc1 (stereo not given) | 0 | 2 | 25 | -1 | -1 | 14 | 9
28 | S=C(N/N=C/c1ccc(Cl)c(Cl)c1)Nc1ccccc1Cl | -3 | 1 | -21 | -7 | / | / | -9
29 | O=C(O)c1ccc(C(=O)C(=O)c2ccccc2)cc1 | -2 | 3 | 0 | -6 | -6 | -6 | -11
30 | COc1cc(NC(=O)C2C3CCC(O3)C2C(=O)O)cc(OC)c1 (stereo not given) | -4 | 1 | 12 | -11 | 0 | 0 | 1
31 | CO[C@H]1CN(C)C(=O)c2cc(NC(=O)CC(F)(F)F)ccc2OC[C@H](C)N(C(C)=O)C[C@@H]1C | 16* | -1 | -4 | -6 | / | / | -1
32 | Cc1nc(CC(=O)Nc2nc(-c3ccccc3)cs2)cs1 | / | / | / | / | -1 | 28 | -3
33 | Cc1ccc(OCCCC(=O)Nc2nccs2)cc1 | / | / | -10 | / | 16 | 5 | /
34 | COc1ccc(S(=O)(=O)N(C)C[C@@H]2Oc3ccc(NS(=O)(=O)c4ccccc4)cc3CC(=O)N([C@H](C)CO)C[C@H]2C)cc1 | -5 | -1 | -18 | 9 | -24 | 9 | /
35 | CCOC(=O)[C@H]1[C@H]2COc3ccccc3[C@@H]2N2C(=O)c3cc(F)c(F)cc3NC(=O)[C@@]12C | 4 | 0 | -7 | -8 | 9 | -7 | 1
36 | Cc1ccc(CN2CC(C(=O)OCc3ccccc3Cl)CC2=O)cc1 (stereo not given) | -3 | 5 | 10 | 4 | -10 | 0 | 0
37 | CCN(C[C@@H]1N[C@@H](CO)[C@@H]1c1ccc(C2=CCCC2)cc1)C(=O)c1cccnc1 | -2 | -5 | -14 | -12 | -17 | -2 | 1
38 | O=C(C[C@@H]1C=C[C@@H](NC(=O)Nc2ccccc2F)[C@H](CO)O1)NCc1ccc(F)cc1 | -1 | -2 | -40 | 20 | 4 | -7 | /
39 | C#CCOc1ccc2c3c(c(=O)oc2c1)CCCC3 | 0 | 2 | -11 | -5 | 9 | 7 | -5
40 | Cc1ccc(CC(=O)NCCCn2ccnc2)cc1 | -3 | -3 | 0 | 16 | / | / | -15
41 | C#CCOCCOCCOCCNc1nc(N2CCN(C(=O)CCCCCCCCCCNC(=O)[C@H](CO)n3cc(CCCSC)nn3)CC2)nc(N2CCN(C(=O)CCCCCCCCCCNC(=O)[C@H](CO)n3cc(CCCSC)nn3)CC2)n1 | -1 | 2 | 11 | 30 | 16 | 8 | -5
42 | O=C(N/N=C\c1ccc(Cl)cc1Cl)c1sccc1-n1cccc1 | / | / | 9 | / | 4 | 11 | /
43 | CNS(=O)(=O)c1cc(NC(=O)c2cccc3cccnc23)ccc1C | -2 | 0 | -25 | -11 | -7 | 25 | 4
44 | O=C(Cc1cccc(NC(=O)C2CCN(C(=O)CCc3ccccc3)CC2)c1)Nc1cccc(C(=O)N2CCCCC2)c1 | 1 | 0 | -9 | 0 | 2 | 6 | 4
45 | Cc1ccc(-c2nc3c(Cl)cc(C(F)(F)F)cn3c2Cc2ccccc2)cc1 | 15* | 2 | -41 | 2 | 0 | 9 | -2
46 | CCC(=O)N1[C@@H]2c3ccc(-c4ccc(F)cc4)c(=O)n3C[C@@H]2[C@@H](CO)[C@@H]1C(=O)NC1CCC1 | -12 | -2 | 5 | 1 | 7 | -10 | /
47 | COc1ccc(-c2c(=O)n(OC)c3ccccc3[n+]2[O-])cc1OC | 2 | 5 | -1 | 3 | 7 | -6 | 6
48 | NNC(=O)c1ccccc1OCCOc1ccccc1 | -7 | / | 7 | -1 | 14 | 2 | 4
49 | CCCN1C[C@@H](C)[C@@H](OC)CN(C)C(=O)c2ccc(NC(=O)c3cnccn3)cc2OC[C@@H]1C | -2 | 0 | 5 | -4 | -9 | 4 | 0
50 | O=C(NC[C@H]1CC[C@H]2[C@H](CN2Cc2cccc(Cl)c2)O1)C1CCC1 | -1 | 1 | / | 1 | / | / | /
51 | COc1ccc2cc(C(=O)N3CCN(c4cccc(C)c4C)CC3)[nH]c2c1 | 1 | -4 | -12 | -2 | 16 | -6 | 2
52 | Cc1noc(C)c1NC(=O)N(C)C[C@H]1OCCCC[C@@H](C)Oc2ccc(NS(=O)(=O)c3cccs3)cc2C(=O)N([C@H](C)CO)C[C@@H]1C | -3 | 1 | 10 | 7 | / | -1 | /
53 | CC1=C(C#N)CCC(=O)N1Cc1c(F)cccc1Cl | 1 | -2 | -15 | -3 | / | / | -7
54 | O=C(Nc1ccc(Cl)c(S(=O)(=O)N2CCOCC2)c1)c1ccncc1 | / | -1 | -12 | -3 | 2 | 2 | -2
55 | O=C(C[C@H]1CC[C@H]2[C@@H](COC[C@H](O)CN2C(=O)c2ccccc2F)O1)N1CCOCC1 | -2 | -2 | -3 | -11 | 4 | -2 | -3
56 | O=C(Nc1ccc(Cl)cc1)N1CCN(c2ccc3nnc(-c4ccc(F)cc4)n3n2)CC1 | / | / | / | / | -39 | -5 | 0
57 | Cc1[nH]c(=O)[nH]c(=O)c1S(=O)(=O)N1CCCc2ccccc21 | 6 | 1 | -5 | 11 | -6 | 14 | 3
58 | COc1ccc(CN(C)C(=O)Cc2c[nH]c3ccccc23)c(OC)c1OC | -3 | -1 | -3 | -3 | 5 | -4 | 12
59 | C[C@H]1CN([C@@H](C)CO)C(=O)c2cc(C#CCN(C)C)cnc2O[C@H]1CN(C)Cc1ccccn1 | -2 | -49 | -2 | 0 | -2 | -3 | -13
60 | C[C@H]1CN([C@@H](C)CO)C(=O)c2cc(NC(=O)Nc3cccc4ccccc34)ccc2O[C@@H]1CN(C)S(=O)(=O)c1cn(C)cn1 | 7 | 0 | 6 | 6 | 35 | 0 | /
61 | CS(=O)(=O)N1CC2(C1)[C@H](c1ccccc1)[C@@H](CO)N2Cc1ccc(F)cc1 | 0 | 1 | 9 | -4 | / | / | /
62 | c1ccc(CCCc2nc(-c3cccnc3)no2)cc1 | -4 | 2 | -29 | -4 | -11 | ? | -5
63 | N#C[C@@H]1[C@@H](c2ccccc2C2=CCCCC2)[C@@H](CO)N1C(=O)NC1CCCCC1 | -2 | 0 | 5 | 6 | / | / | -4

Source: PubChem (Broad Institute)
